AddAB inh – less growth of phage-infected E. coli with AddAB; 330,000 tested, 0.29% active; E. coli expressing H. pylori AddAB, absorbance growth; inhibition, % at 11.9 µM; in the data active = inhibition above about 12%;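 also: 0% = vehicle wells of infected cells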
Wnt act – Wnt/beta-catenin pathway activation | 300,000 tested, 1.2% active | Wnt/beta-catenin reporter cell assay, activator, plate reader | activation, % at 9.35 µM; in the data active = activation above about 30%, passing the limit was not always enough; inconclusive = no clear call, values can overlap the other calls;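 also: 0% = neutral control wells and 100% = positive control wells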
CAL PDZ FP-1 – blocks peptide binding to human CAL PDZ domain. Q9HD26. purified CAL PDZ, TMR-peptide fluorescence polarization, 1 h. inhibition, % at 20 µM. 330,000 tested, 0.02% active. AID 504414;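 active = highest replicate inhibition of at least 40%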;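 also: plate controls were DMSO neutral control wells for no effect and unlabeled competitor peptide control wells for full effect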
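Material: tagged CAL PDZ protein CerCALP, purified; buffer or medium: sodium phosphate/NaCl buffer pH 7.4 with TCEP, IgG, Thesit; also added: fluorescent TMR peptide probe; schedule: 1 h incubation at room temperature before polarization reading; technique: fluorescence polarization from S- and P-plane intensities, G-factor corrected; control set: unlabelled peptide and DMSO controls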
SR-BI uptake up – activators of SR-BI mediated HDL lipid uptake | AID 504775 | 320,000 tested, 0.096% active | CHO ldlA[mSR-BI] cells, DiI-HDL uptake fluorescence, 3 h; 100 = double the neutral-control signal | activation, % at 12.5 µM;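 active = mean replicate activation of at least 60% and every replicate at or above 60%; inconclusive = mean or all-replicate condition met, but not both; inactive = mean below 60% and not all replicates reaching 60%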;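 also: 0% = median plate neutral-control signal and 100% = twice that signal; values of inactives mirror those of a sister screen read the other way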
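Material – SR-BI-overexpressing, LDLR-lacking CHO cells · Medium – BSA-supplemented, HEPES-buffered Ham's F12, pH 7.4 · Doses – single concentration · Times – compound with DiI-HDL co-incubation, 3 h at 37 °C · Measured by – bottom-read fluorescence, 550/595 nm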
MITF TRPM1 HTS – increases MITF-driven TRPM1 promoter luciferase signal | SK-MEL-5 TRPM1-promoter luciferase, 24 h; % of positive control, neutral wells = 0 | activation, % at 12.5 µM | 300,000 tested, 0.75% active | AID 588334;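 active = mean activation of at least 80% with every replicate also reaching 80%; inconclusive = mean reaches 80% but some replicate falls short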;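 also: 0% = neutral control wells and 100% = parthenolide positive control wells; values of inactives mirror those of a sister screen read the other way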
SR-BI HDL uptake – inhibitors of mouse SR-BI mediated HDL lipid uptake; Q61009; ldlA[mSR-BI] CHO cells, DiI-HDL uptake fluorescence, 3 h; inhibition, % at 12.5 µM; 320,000 tested, 0.96% active;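 active = mean replicate inhibition of at least 70% and a set share of replicates each scoring 70 or more; inconclusive = meets just one of the two criteria; inactive = fails both criteria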;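 also: 0% = median of neutral control wells and 100% = median of positive control wells; values of inactives mirror those of a sister screen read the other way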
Target sequence (Q61009 whole entry, looked up): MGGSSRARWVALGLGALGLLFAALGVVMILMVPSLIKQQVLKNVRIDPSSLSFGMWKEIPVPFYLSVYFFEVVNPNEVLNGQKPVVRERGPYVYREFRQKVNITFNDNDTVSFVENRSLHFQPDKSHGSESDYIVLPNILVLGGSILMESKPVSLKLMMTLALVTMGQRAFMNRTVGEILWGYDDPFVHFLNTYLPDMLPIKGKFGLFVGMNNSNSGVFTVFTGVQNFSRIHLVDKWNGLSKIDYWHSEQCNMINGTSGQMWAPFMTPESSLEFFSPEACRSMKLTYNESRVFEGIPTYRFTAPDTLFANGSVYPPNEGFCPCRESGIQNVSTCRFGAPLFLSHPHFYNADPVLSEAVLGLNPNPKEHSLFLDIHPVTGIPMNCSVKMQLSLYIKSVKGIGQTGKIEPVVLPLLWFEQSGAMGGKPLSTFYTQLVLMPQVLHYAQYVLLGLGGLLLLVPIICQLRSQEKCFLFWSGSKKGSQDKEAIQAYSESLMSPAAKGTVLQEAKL
CAL PDZ FP-2 – blocks peptide binding to the human CAL PDZ domain | 300,000 tested, 0.92% active | inhibition, % at 24.9 µM | purified CAL PDZ, TMR-peptide fluorescence polarization, 1 h | AID 602252;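 active = mean inhibition of at least 30% with at least half of replicates also reaching 30%; inconclusive = no clear call, values can overlap the other calls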;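 also: 0% = DMSO neutral control and 100% = excess unlabeled competitor peptide PRC23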
phage Ecoli inh – E. coli growth loss with phage present. growth absorbance. inhibition, % at 11.9 µM. 360,000 tested, 0.26% active. AID 651602; in the data active = inhibition above about 11%
E coli growth – counter-screen for AddAB inhibitors: E. coli growth inhibition; E. coli V3065 growth, OD600 absorbance, 18 h; inhibition, % at 11.9 µM; 330,000 tested, 0.27% active; AID 449728;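 active = inhibition above the campaign's mean inhibition across all tested compounds plus 3 SD, cut at about 9.9% in these data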;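 also: uninfected addAB+ strain grown without phage in ampicillin broth; 0% = DMSO wells and 100% = ciprofloxacin 0.95 µg/ml wells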
Tat export inh – inhibitors of E. coli Tat protein transport; E. coli MC4100 TorA-mCherry Tat export, fluorescence; 340,000 tested, 0.036% active; inhibition, % at 10 µM; AID 488895;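 active = mean replicate inhibition at least 50% and at least half of replicates individually reaching 50%; inconclusive = only one of the two criteria met; inactive = neither criterion met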;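 also: exported cargo escapes ClpAP degradation while cytoplasmic cargo is degraded and loses fluorescence; 0% = median of neutral control wells and 100% = median of NaSCN control wells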
* hit, by the source's call; ? = inconclusive; . = no result given. No enrichment for hits; overall some 3.6% were active at least once.

SMILES	AddAB inh	Wnt act	CAL PDZ FP-1	SR-BI uptake up	MITF TRPM1 HTS	SR-BI HDL uptake	CAL PDZ FP-2	phage Ecoli inh	E coli growth	Tat export inh
Cc1ccc(C2=NC(=O)/C(=C/c3cc(O)c(O)c(Br)c3)S2)cc1	.	-1	-1.8	-69	-2	69	-2	9.3	.	-6
C=CCNc1nc(-c2c(C)nc3ncccn23)cs1	0.7	0	-1.1	0	.	0	0	0.5	-2.8	-9
CN(C)c1nc(NCc2ccccc2)nc(SCC(N)=O)n1	0.8	1	-0.7	18	.	-18	-14	-0.4	-1.0	?
O=C(Nc1cccc2ncccc12)c1cc2ccccc2o1	-0.3	.	-1.3	-29	-11	29	-4	1.8	3.7	-7
COc1cc(NC(=S)NC(=O)c2ccco2)ccc1NC(=O)C(C)C	-1.4	1	-0.5	.	8	.	1	-2.5	-1.5	5
COc1ccc(CC2(CO)CCN(S(=O)(=O)N(C)C)CC2)cc1	1.8	-1	-1.0	-1	2	1	1	3.1	1.4	2
COC(=O)Cn1cc(S(=O)(=O)NCc2ccc(C)cc2)c2cc([N+](=O)[O-])ccc21	.	-3	-0.3	-21	-9	21	-1	0.0	.	-4
CC(=O)N1c2ccccc2NC(=O)C1(C)C	2.0	-2	-0.9	-8	-3	8	-1	2.9	-0.7	0
Cc1ccccc1-n1nc(-c2cccnc2)cc1C(=O)NN	2.4	-8	-2.1	.	14	.	0	-0.5	1.1	1
CC(C)(C)c1nc2ccc([N+](=O)[O-])cc2[nH]1	6.8	-2	-1.1	-5	-1	5	.	1.1	-0.3	4
COCCN(C(=O)c1csnn1)C(C(=O)NC(C)(C)C)c1cccc(OC)c1 (centres undefined)	3.9	.	-1.7	3	.	-3	-1	4.1	0.6	-8
CC(C)C1CC(CCN)(Cc2ccccc2)CCO1 (centres undefined)	2.7	-1	0.2	23	1	-23	23	1.4	2.5	2
CC(c1ccco1)N(C(=O)c1ccccc1NS(=O)(=O)c1cccc([N+](=O)[O-])c1)c1ccccn1 (centres undefined)	8.5	.	-1.1	-5	3	5	1	.	1.4	10
O=C(O)Cc1ccc(O)c(F)c1	-4.0	-2	-0.4	23	-4	-23	-1	4.2	-2.3	10
COc1cccc(/C=N/NC(=O)c2[nH]nc3c2CCc2ccccc2-3)c1O	11	.	-0.6	-58	-39	58	-2	.	4.0	-9
O=C(Nc1ccc(N2CCOCC2)cc1N1CCOCC1)c1ccc([N+](=O)[O-])cc1	-2.3	.	-1.4	-6	-13	6	-4	3.2	-2.1	-1
O=C(Nc1ccc(S(=O)(=O)N2CCCC2)cc1)c1ccc(OCC2CCCO2)cc1 (centres undefined)	1.9	-1	-3.2	-19	-14	19	53*	5.5	3.8	1
O=Cc1c(NCCN2CCCC2)c2ccccc2[nH]c1=O	1.5	2	.	13	-11	-13	-1	1.5	1.5	10
COc1ccc(S(=O)(=O)Nc2cccc(N(C)S(C)(=O)=O)c2)cc1C	1.1	.	-0.5	24	-7	-24	-5	2.2	-1.5	7
CCc1ccc(C2N3CC4([N+](=O)[O-])CN2CC([N+](=O)[O-])(C3)C4(C)C)cc1 (centres undefined)	0.0	-2	-2.4	-1	-4	1	1	2.3	1.4	6
CCOC(=O)C1=C(C)NC2=C(C(=O)OC2)C1c1ccccc1 (centres undefined)	0.5	-1	-0.6	-4	-13	4	.	1.9	1.4	14
COc1ccc(OC)c(NC(=S)N2CCN(C/C=C/c3ccccc3)CC2)c1	-0.1	.	0.6	14	-17	-14	0	2.2	-2.0	-1
COc1cc(NC(=O)c2ccccc2F)c(OC)cc1NC(=O)CN1CCOCC1	1.1	0	-0.2	-24	21	24	-1	0.6	1.2	-11
OCCC1CN(CC#Cc2ccccc2)CCN1C1CCCC1 (centres undefined)	3.8	2	-1.8	16	3	-16	91*	1.4	2.1	-7
O=C(CSc1nnc(-c2ccco2)o1)c1ccccc1	3.5	18	-1.8	-3	28	3	-6	1.5	1.8	0
COc1cc(C(=O)Nc2cccc(S(=O)(=O)N3CCCC3)c2)c([N+](=O)[O-])cc1OC	-0.7	-4	-2.5	-74	-1	74*	-5	2.2	0.3	-4
C[N+]1=C2CCCCCN2C(O)(c2ccccc2)C1 (centres undefined)	1.1	-1	-2.0	20	0	-20	0	0.8	-2.7	0
Cc1ccc(NC(=S)N2CCCCCC2)c(C)c1	-1.1	3	-1.9	3	18	-3	5	-2.6	-0.8	-2
COc1ccc(-c2csc(NC(=O)CN3C(=O)C4CCCCC4C3=O)n2)cc1OC (centres undefined)	-1.6	0	-1.8	-58	-4	58	1	2.4	-2.2	5
COC(=O)c1sc(NC(=O)c2oc3ccccc3c2C)nc1C	5.2	.	-1.4	-3	18	3	-1	1.9	0.3	-1
CCc1nnc(N2C(=O)c3ccc(Oc4ccc([N+](=O)[O-])cc4)cc3C2=O)s1	1.4	0	-1.5	22	-45	-22	0	1.8	1.2	-5
O=C(CSc1ncc(C(F)(F)F)cc1Cl)N1CCN(S(=O)(=O)c2ccccc2)CC1	3.9	-6	1.2	-13	0	13	-2	2.4	-2.5	5
Cc1ccc(F)c(NC(=O)C2CCCCC2C(=O)O)c1 (centres undefined)	1.5	.	-2.6	25	-2	-25	-5	0.6	-0.2	-6
O=c1[nH]cnc(O)c1C(c1ccc([N+](=O)[O-])cc1)c1c(O)nc[nH]c1=O	-2.0	-1	-0.5	-6	.	6	-2	1.3	-1.1	1
CN(Cc1nccn1C)C(=O)CC1C(=O)NCCN1Cc1cccc(Oc2ccccc2)c1 (centres undefined)	2.3	0	-1.3	27	-8	-27	4	3.2	-2.5	-7
Oc1ccc(/C=N/N(c2ccccc2)c2ccccc2)cc1O	3.3	-5	12	-9	-5	9	-5	5.2	1.1	4
CCn1c(O)c(C=NCCN2CCOCC2)sc1=S	-0.3	0	-0.3	-4	-10	4	-3	1.6	0.2	-2
COc1c(F)c(F)c(C(=O)Nc2ccccc2N2CCN(C(C)=O)CC2)c(F)c1F	2.9	-1	.	-50	-3	50	-4	3.4	-1.2	0
Cc1cc(NC(=O)c2cncc(Br)c2)n(-c2ccccn2)n1	.	.	0.4	-40	10	40	1	-0.2	.	-2
CCO/C(C)=C1\N=C(c2ccc(Cl)cc2)OC1=O	0.3	1	-0.1	5	-5	-5	-1	2.6	0.6	-2

Another view of some results above.
Values run as follows: AddAB inh	Wnt act	CAL PDZ FP-1	SR-BI uptake up	MITF TRPM1 HTS	SR-BI HDL uptake	CAL PDZ FP-2	phage Ecoli inh	E coli growth	Tat export inh
Cc1ccc(F)c(NC(=O)C2CCCCC2C(=O)O)c1 (centres undefined)
→ 1.5	.	-2.6	25	-2	-25	-5	0.6	-0.2	-6
O=c1[nH]cnc(O)c1C(c1ccc([N+](=O)[O-])cc1)c1c(O)nc[nH]c1=O
→ -2.0	-1	-0.5	-6	.	6	-2	1.3	-1.1	1
CN(Cc1nccn1C)C(=O)CC1C(=O)NCCN1Cc1cccc(Oc2ccccc2)c1 (centres undefined)
→ 2.3	0	-1.3	27	-8	-27	4	3.2	-2.5	-7
Oc1ccc(/C=N/N(c2ccccc2)c2ccccc2)cc1O
→ 3.3	-5	12	-9	-5	9	-5	5.2	1.1	4
CCn1c(O)c(C=NCCN2CCOCC2)sc1=S
→ -0.3	0	-0.3	-4	-10	4	-3	1.6	0.2	-2
COc1c(F)c(F)c(C(=O)Nc2ccccc2N2CCN(C(C)=O)CC2)c(F)c1F
→ 2.9	-1	.	-50	-3	50	-4	3.4	-1.2	0
Cc1cc(NC(=O)c2cncc(Br)c2)n(-c2ccccn2)n1
→ .	.	0.4	-40	10	40	1	-0.2	.	-2

Next section
SMILES	AddAB inh	Wnt act	CAL PDZ FP-1	SR-BI uptake up	MITF TRPM1 HTS	SR-BI HDL uptake	CAL PDZ FP-2	phage Ecoli inh	E coli growth	Tat export inh
Cn1cc(SCC(=O)NC2CCCCC2)c2ccccc21	-1.4	-3	0.7	-11	-24	11	-2	3.6	0.7	-6
O=C(OCCCOC(=O)c1ccccc1O)c1ccccc1O	0.4	0	.	.	.	.	.	3.6	1.1	.
CSc1ccc(-c2sc(Nc3cccc4ccccc34)n[n+]2-c2ccccc2)cc1	1.1	8	-1.2	-19	-6	19	-3	1.8	-2.1	-3
CCCCn1c(NCCC)nc2c1c(=O)[nH]c(=O)n2C	.	-1	-0.3	4	14	-4	-4	3.2	.	0
COc1ccc(C(=O)NC(=S)NCc2ccccc2)cc1	1.6	.	-0.5	20	.	-20	-5	0.9	-1.2	-2
Cc1onc(-c2c(F)cccc2Cl)c1C(O)c1ccc(F)cc1 (centres undefined)	4.5	2	.	.	.	.	.	2.9	1.7	.
COc1ccc(CNC(=O)CCn2nc(C)c3c(C)n(-c4ccccc4)nc3c2=O)c(OC)c1	-1.1	-1	-1.0	2	-9	-2	3	2.0	-1.3	-2
CC(=O)Nc1ccc(S(=O)(=O)N(C2=NCC(C)S2)c2ccccc2)cc1 (centres undefined)	0.2	-2	-4.4	.	-10	.	3	.	-3.9	17
COc1ccccc1CNC(=O)CSc1ccc(C(=O)Nc2ccccc2OC)cc1[N+](=O)[O-]	-1.6	-4	-1.0	-47	-5	47	-3	4.7	0.8	2
COc1ccc(C(=O)COC(=O)CCCn2c(=O)oc3ccccc32)cc1	-2.5	2	-1.9	-30	-4	30	-3	4.4	-1.1	3
O=C(O)CCc1ccc(-c2ccc(Cl)cc2)o1	1.8	.	1.0	27	.	-27	-3	0.9	-1.3	-3
CC1(C)CC(=O)CC(=NCC(=O)O)C1	-0.1	1	0.2	5	0	-5	-4	0.9	-0.4	11
COC(=O)c1cn(NC(=O)c2cccc(N(C)C)c2)c(=O)c2ccccc12	0.7	0	-1.1	-17	.	17	-4	2.0	-1.8	5
Cc1ccc(NC(=O)C(C)OC(=O)COc2cccc(C(F)(F)F)c2)cc1S(=O)(=O)N1CCOCC1 (centres undefined)	.	0	-0.5	37	-19	-37	-1	0.8	.	8
COc1cccc(CNC(=O)Cn2cc3c(n2)CCCC3)c1	4.9	-2	0.4	-1	3	1	-1	2.3	0.9	2
Cc1sc(NC(=O)CSc2nnnn2C(C)C)c(C#N)c1C	0.3	0	-1.8	.	1	.	1	-2.2	-0.1	-2
O=C(Nc1cccnc1)c1sc(Nc2ccccc2)nc1-c1ccccc1	2.5	-1	-0.6	-68	24	68	-5	1.3	-0.9	-8
CC(=O)Nc1ccc(NCc2ccc(-c3ccccc3)cc2)cc1	.	-1	-0.9	-3	.	3	-3	1.2	.	-1

High-throughput results deposited in PubChem BioAssay by several laboratories.
